Source: PubChem BioAssay
MITF primary – MITF inhibitors, primary screen, biochemical, AlphaScreen, human; inhibition, % at 2.6 µM; Microphthalmia-associated transcription factor (Homo sapiens), O75030; hit rate 0.91% among 650,000; AID 1259374, 2018; AlphaScreen MITF homodimerization, bead proximity signal; in the data active = inhibition above about 50%;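 note: 0% = vehicle wells with protein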
Target sequence (O75030 whole entry, looked up): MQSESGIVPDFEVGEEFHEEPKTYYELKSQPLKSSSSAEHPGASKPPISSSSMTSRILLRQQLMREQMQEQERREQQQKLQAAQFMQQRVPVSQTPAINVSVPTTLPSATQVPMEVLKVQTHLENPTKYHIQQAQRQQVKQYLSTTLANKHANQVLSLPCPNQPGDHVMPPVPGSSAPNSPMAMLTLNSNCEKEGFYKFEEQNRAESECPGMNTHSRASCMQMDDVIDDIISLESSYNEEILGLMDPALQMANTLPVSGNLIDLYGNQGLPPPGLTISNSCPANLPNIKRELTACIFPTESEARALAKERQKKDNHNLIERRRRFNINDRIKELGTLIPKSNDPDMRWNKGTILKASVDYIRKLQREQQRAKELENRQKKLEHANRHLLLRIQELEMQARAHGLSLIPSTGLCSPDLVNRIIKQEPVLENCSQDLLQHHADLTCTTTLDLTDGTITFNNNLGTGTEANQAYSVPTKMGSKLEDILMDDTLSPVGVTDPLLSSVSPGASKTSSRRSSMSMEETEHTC
TEAD-YAP inh – TEAD-YAP interaction inhibition, primary screen, TEAD-YAP interaction inhibitor project, luminescence, HEK-TIYL cells | AID 1259422, 2018 | hit rate 1.4% among 640,000 | TEAD-Gal4/YAP UAS-luciferase luminescence | inhibition, % at 9.12 µM; in the data active = inhibition above about 32%;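 note: 0% = median of test compound wells and 100% = reference inhibitor wells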
GPR151 ag – activators of human GPR151, primary screen, cell-based, PathHunter beta-arrestin, luminescence; G-protein coupled receptor 151 (Homo sapiens), Q8TDV0; PathHunter beta-arrestin GPR151 cells; activation, % at 11.2 µM; hit rate 1% among 650,000; in the data active = activation above about 4.9%;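 note: 0% = median of compound wells and 100% = cells with positive control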
Target sequence (Q8TDV0 whole entry, looked up): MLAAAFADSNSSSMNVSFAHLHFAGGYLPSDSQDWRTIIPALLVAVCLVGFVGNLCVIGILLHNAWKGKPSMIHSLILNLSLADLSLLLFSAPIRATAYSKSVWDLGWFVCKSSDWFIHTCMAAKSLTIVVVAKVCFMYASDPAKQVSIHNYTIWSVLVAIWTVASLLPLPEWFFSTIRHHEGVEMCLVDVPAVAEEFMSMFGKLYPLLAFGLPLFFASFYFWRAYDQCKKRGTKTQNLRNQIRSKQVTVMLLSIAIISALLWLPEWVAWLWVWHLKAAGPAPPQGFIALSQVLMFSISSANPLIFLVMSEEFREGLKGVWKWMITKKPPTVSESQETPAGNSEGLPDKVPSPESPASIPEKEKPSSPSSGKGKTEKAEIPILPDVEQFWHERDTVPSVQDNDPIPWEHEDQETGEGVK
FBW7 act – FBW7 E3 ligase activators, primary screen, biochemical, AlphaScreen, human; F-box/WD repeat-containing protein 7 (Homo sapiens), Q969H0; AlphaScreen FBW7–phospho-cyclin E peptide binding, activator screen; normalized activity (activation), % at 26.1 µM; hit rate 0.13% among 650,000; in the data active = normalized activity above about 1.9%;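 note: purified mutant Fbw7 with reduced substrate affinity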
An asterisk follows results filed as active; / = no result given.

Start of the data: the first 2 records (preview)
SMILES	MITF primary	TEAD-YAP inh	GPR151 ag	FBW7 act
O=C(c1ccccc1Cl)N1CCc2c([nH]c3ccccc23)C1c1ccc(Cl)cc1 (configuration not stated)	19	0	1.0	0.3
COc1ccc(NC(=O)CN2CCN(c3ccc(Cl)cc3)CC2)cc1Cl	5	8	-1.1	0.0

Main list (from the top)
SMILES	MITF primary	TEAD-YAP inh	GPR151 ag	FBW7 act
O=C(c1ccccc1Cl)N1CCc2c([nH]c3ccccc23)C1c1ccc(Cl)cc1 (configuration not stated)	19	0	1.0	0.3
COc1ccc(NC(=O)CN2CCN(c3ccc(Cl)cc3)CC2)cc1Cl	5	8	-1.1	0.0
O=C(CCCC(=O)OCC(=O)c1ccc(F)cc1)Nc1cccc([N+](=O)[O-])c1	-14	9	-0.1	-0.3
O=c1cc(O)c2sc3nc4c(cc3c2[nH]1)CCC4	-1	-16	-0.4	-0.1
CC(C)(C)c1ccc(OCC(=O)NNC(=O)COc2ccc(C#N)cc2)cc1	14	5	-1.1	0.7
COC(=O)CSc1cc([N+](=O)[O-])ccc1C#N	25	10	-2.3	-0.1
COc1ccc(-c2nc(Cn3c(=O)n(CC4CCCO4)c(=O)c4ccccc43)c(C)o2)cc1 (configuration not stated)	19	0	-0.8	0.4
CC(C)CNC(=O)CC1Sc2ccccc2NC1=O (configuration not stated)	12	-5	0.1	0.5
CCC(C)NCC(O)COc1ccccc1C(C)C (configuration not stated)	8	8	1.5	-0.1
Cc1ccc2nc(/C(C#N)=C/c3cc([N+](=O)[O-])ccc3Cl)[nH]c2c1	4	-4	-0.6	-0.1
CC(C)C[C@@H]1NC(=O)[C@@H]2C[C@H](NC(=O)c3ccccc3Cl)CN2C1=O	3	0	0.5	0.0
Cn1nc(C(=O)N2CCN(c3ccccc3)CC2)c2c1-c1ccccc1OC2	3	4	0.9	0.0
CCC1CN(CCC(=O)N2CCCCC2c2cccnc2)Cc2cc(OC)ccc2O1 (configuration not stated)	1	-4	0.1	-0.2
COc1cc(-c2nc3ccccc3nc2-c2ccc(O)c(OC)c2)ccc1O	-5	12	-1.3	-0.1
CCN(CC)C(=O)C1CCCN(Cc2cc(C)ccc2C)C1 (configuration not stated)	41	4	0.4	0.0
COc1ccc2c(c1)C(C)CC(C)(C)N2C(=O)CSc1nccc(C)n1 (configuration not stated)	11	-12	0.1	0.0
Cc1ccc(CN[C@H]2C[C@H]3C(=O)N4CCC[C@@H]4C(=O)N3C2)cc1F	-10	-9	-1.0	0.0
NC(=O)c1c(NC(=O)C2CC2)sc2c1CCCC2	5	13	0.9	0.0
O=C(O)CSC(SCC(=O)O)c1cccnc1	12	4	1.9	0.2
COc1cc([N+](=O)[O-])ccc1NC(=O)c1ccc(S(=O)(=O)N2CCCCC2)cc1	9	2	1.5	-0.1
CC(C)OC(=O)CCC/C=C\C[C@H]1C(=O)C[C@@H](O)[C@@H]1/C=C/[C@@H](O)COc1cccc(C(F)(F)F)c1	5	/	3.8	/
Cc1cc(NC(=O)c2cc3ccccc3oc2=O)n(-c2nc3ccccc3[nH]2)n1	-6	9	8.1*	0.4
C[C@H](NC(=O)OC(C)(C)C)c1nc(-c2ccncc2)n[nH]1	8	3	-1.0	0.0
COc1ccccc1/C=C/C(=O)c1c(C)cc(C)[nH]c1=O	-2	37*	-1.0	-0.1
CC(C(=O)N1CCC(n2nccc2NC(=O)CCc2ccccc2)CC1)N1CCCC1=O (configuration not stated)	13	5	-1.3	0.0
CCOc1cc2oc(=O)c(CC(=O)OC)c(C)c2cc1Cl	1	3	-0.6	0.0
Cn1c(=O)[nH]c(N2CCc3ccccc3C2)c(Cc2ccc(S(C)(=O)=O)cc2)c1=O	-1	9	-0.1	-0.5
COc1ccc(C(=O)Nc2cc(C)nn2-c2nc3ccccc3[nH]2)cc1[N+](=O)[O-]	1	10	-0.4	0.1
NC(=O)C1(N2CCCCC2)CCN(C(=O)CCCCCn2c(=S)[nH]c3cc4c(cc3c2=O)OCO4)CC1	-4	-6	0.3	-0.1
CCCN1CCN(c2cc(NCCC(=O)O)c3c4c(onc24)-c2ccccc2C3=O)CC1	22	28	-0.5	-0.3
Cc1cccc(C(=O)NCc2ccccc2)c1Br	-2	-7	0.3	0.1
COc1cc(NC(=O)c2ccc(Cl)cc2Cl)ccc1NC(=O)c1cc2ccccc2o1	-11	2	0.0	0.0
NNC(=S)NCCc1ccc(Cl)cc1	5	13	0.0	0.0
O=C(c1cccnc1)N1CCN(Cc2ccc3ccccc3c2)CC1	37	7	-0.6	-0.1
Cc1nnc(C)n1/N=C\c1cc(Br)ccc1O	6	-1	-1.3	0.1
COc1cc(N2C(=O)NC(=O)/C(=C/c3cnc(SC)nc3)C2=O)cc(OC)c1OC	18	1	1.6	0.0
Cc1nonc1NC(=O)N1CCCCC1	15	4	0.1	0.3
O=C(COC(=O)c1ccc(C(F)(F)F)cc1)NC(=O)NC1CCCC1	12	1	-1.3	0.8
CC1=C(C(=O)c2ccccc2)C(c2ccc(C)cc2)NC(=O)N1 (configuration not stated)	-1	-5	-0.8	-0.1
CCOCCc1nnc(NC(=O)C(C)Oc2ccccc2)s1 (configuration not stated)	-13	0	1.2	-0.2
COc1ccc(Cl)cc1NC(=O)CN(c1cccc(Br)c1)S(C)(=O)=O	11	6	-1.5	-0.1
CC(Sc1ncccn1)C(=O)NN=C1CCCCC1 (configuration not stated)	10	-2	-0.7	0.2
NS(=O)(=O)c1ccc(CCNC(=O)CSc2nc3ccccc3c(=O)n2CCC(=O)NCCc2ccccc2)cc1	-5	-5	2.0	0.0
Brc1ccc(-c2cc3ccccc3[nH]2)cc1	8	-32	0.3	-0.1
COc1ccc(CCNC(=O)CN(c2ccc(F)c(Cl)c2)S(C)(=O)=O)cc1OC	8	-17	0.0	0.0
O=C(CN1CCC(O)(c2ccccn2)CC1)Nc1ccccc1C(F)(F)F	-16	-5	-1.1	1.0
O=C(Nc1cc(Cl)ccc1Cl)C1CCCO1 (configuration not stated)	13	6	-0.4	0.8
O=Nc1c2ccc[nH]c-2c2ccccc12	-11	9	-1.2	-0.1
COCCCn1c(=O)[nH]c2ncc(-c3ccccc3)nc21	-5	9	-0.5	-0.5
COc1ccc(C2COc3ccccc3C(=O)N2C(=O)c2ccco2)cc1 (configuration not stated)	-3	-4	-1.7	0.0
COc1cc(C2NC(C(=O)O)CS2)ccc1C (configuration not stated)	8	0	-0.5	-0.1
CC1COC(=O)C(NNc2ccc(Cl)c(Cl)c2)=N1 (configuration not stated)	26	-6	0.4	0.3
CSc1nc2ccc(NC(=O)CCS(=O)(=O)c3ccccc3)cc2s1	3	-14	-0.4	0.2
O=C(Cc1noc2ccccc12)Nc1ccc(F)cc1	0	-24	0.1	-0.1
COc1ccc(CN2CCc3nnc(CCNC(=O)C4CCCCC4)n3CC2)c(C)c1C	11	2	0.2	0.0
O=C(NC1CCCC1)C1CCN(C(=O)N2CCOc3ccc(Cl)cc32)CC1	0	2	2.1	-0.1
Cc1ccc(P(=Nc2ccccc2)(N2CCOCC2)N2CCOCC2)o1	1	-20	-2.0	-0.1
O=C(Nc1ccnn1C1CCN(Cc2ccc(Cl)cc2)CC1)C1CCCC1	10	-1	0.5	0.0
CCc1nc(NCC(C)C)c2nnn(Cc3ccccc3)c2n1	61*	-3	0.3	0.0
CC(C)c1cccc(C(C)C)c1NC(=O)COC(=O)[C@H](C)NC(N)=O	20	-2	-2.1	0.4

Random excerpt: four compounds from above.
SMILES	MITF primary	TEAD-YAP inh	GPR151 ag	FBW7 act
COc1cc(-c2nc3ccccc3nc2-c2ccc(O)c(OC)c2)ccc1O	-5	12	-1.3	-0.1
CCC(C)NCC(O)COc1ccccc1C(C)C (configuration not stated)	8	8	1.5	-0.1
O=C(Nc1ccnn1C1CCN(Cc2ccc(Cl)cc2)CC1)C1CCCC1	10	-1	0.5	0.0
O=C(Cc1noc2ccccc12)Nc1ccc(F)cc1	0	-24	0.1	-0.1

Continued:
SMILES	MITF primary	TEAD-YAP inh	GPR151 ag	FBW7 act
CC1CCN(c2ccc(C(=O)NCc3cccs3)cn2)CC1	8	-23	0.1	-0.1
CCCOc1ccc(C2C(C(=O)OC3CCCCC3)=C(C)NC3=C2C(=O)CCC3)cc1OC (configuration not stated)	12	17	7.2*	0.8
COC(=O)C1=C(C)NC(SCC(=O)Nc2cccc(OC)c2)=C(C#N)C1c1ccccc1Cl (configuration not stated)	12	-11	1.6	0.4
Cc1ccc(OCc2ccc(C(=O)Nc3ccc(S(N)(=O)=O)cc3)o2)cc1	1	-5	0.9	0.0
COC(=O)c1oc2ccc(Br)cc2c1-n1cccc1	-1	5	0.7	-0.1
CC(C)(C)N1C(=O)c2ccc(C(=O)Nc3cc(C(=O)O)cc(C(=O)O)c3)cc2C1=O	-6	6	1.1	-0.1
COc1ccc2c(C)cc(=O)oc2c1	1	-8	-0.1	0.0
COc1ccc(C(CC(=O)NCc2ccc(C)cc2)NS(=O)(=O)c2ccc(OC)cc2)cc1 (configuration not stated)	11	2	0.2	0.6
O=C(CNCc1ccc(Cl)cc1)Nc1ccccc1N1CCCCC1	21	-3	0.4	0.0
CCOc1ccccc1NC(=O)COc1ccc(C(C)C)cc1	-5	7	1.4	0.1
N=c1oc2ccc(Br)cc2cc1C(=O)Nc1ccc(F)cc1	9	-4	-2.1	0.0
CC(c1ccccc1)n1cnc2c(cnn2-c2ccc(Cl)cc2)c1=O (configuration not stated)	3	-7	-1.2	-0.1
Cc1sc2nc(SCc3nnc(Nc4ccccc4)s3)nc(N)c2c1C	0	10	0.9	0.1
CCOC(=O)N1CCN(c2cc(Nc3cc(OC)c(OC)c(OC)c3)c3c4c(onc24)-c2ccccc2C3=O)CC1	4	0	0.4	-0.2
COc1ccc(S(=O)(=O)N(CC(=O)Nc2ccc(Cl)cc2C)c2ccc(C)cc2)cc1	11	13	0.2	0.1

Profiles from above. Order of values: MITF primary | TEAD-YAP inh | GPR151 ag | FBW7 act
CCCOc1ccc(C2C(C(=O)OC3CCCCC3)=C(C)NC3=C2C(=O)CCC3)cc1OC (configuration not stated) is listed as 12 | 17 | 7.2* | 0.8
COc1ccc(C(CC(=O)NCc2ccc(C)cc2)NS(=O)(=O)c2ccc(OC)cc2)cc1 (configuration not stated) is listed as 11 | 2 | 0.2 | 0.6
COc1ccc2c(C)cc(=O)oc2c1 is listed as 1 | -8 | -0.1 | 0.0
CC1CCN(c2ccc(C(=O)NCc3cccs3)cn2)CC1 is listed as 8 | -23 | 0.1 | -0.1

The list goes on.
SMILES	MITF primary	TEAD-YAP inh	GPR151 ag	FBW7 act
CC1CCN(c2ccc(NC(=O)c3ncoc3-c3cccs3)cc2C(N)=O)CC1	0	-3	-0.4	0.3
COc1ccc(CCNc2ccnc(Nc3ccc(N4CCOCC4)cc3)n2)cc1	10	78*	8.3*	-0.2
Cc1ccc(CN2C(=O)CCC2CCNCc2cc3c(cc2Cl)OCO3)cc1 (configuration not stated)	20	7	-0.1	0.6
NC(=O)c1ccc(NC(=O)COc2cc(Cl)ccc2Cl)cc1	10	-9	0.9	-0.1
CN(C)CCN1C(=O)C(=O)/C(=C(\O)c2ccccc2)C1c1ccc(Cl)cc1Cl (configuration not stated)	3	-4	-0.2	0.6
